TRPC4 PAM: allosterically enhances the mouse TRPC4 cation channel; 310,000 compounds, 0.42% hits; HEK293 TRPC4beta/mu-opioid, DAMGO EC20, Fluo-4 Ca2+ flux; hits give high values; B-score at 10 µM;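 active = B-score of calcium response area above 5 SD of library B-scores, with initial fluorescence ratio within 5 SD of library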;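 also: B-score of integrated fluorescence ratio over time as area under calcium response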
ANO1 activ: activates or potentiates the mouse TMEM16A chloride channel; HEK293 TMEM16A/YFP-H148Q/I152L, iodide quench fluorescence; hits give low values; B-score at 10 µM; 340,000 compounds, 0.3% hits;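 active = fluorescence-ratio B-score plate-corrected deviation score at least 3 library SD below zero, with starting fluorescence score within 5 deviations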;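 also: channel opened by trigger with iodide after compound preincubation; score built on the fluorescence ratio of max minus min over baseline; more negative score means more quench and so TMEM16A activation or potentiation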
Dyrk1A ADPGlo: inhibitors of rat Dyrk1A kinase. ADP-Glo luminescence, NFATc1 peptide. inhibition, % at 12.5 µM. 310,000 compounds, 0.43% hits; in the data active = inhibition above about 50%;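 also: plate controls were vehicle with enzyme for no effect and no enzyme for full effect; many of its hits are not listed in these tables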
HDAC3 inh: human HDAC3 inhibition | O15379 | recombinant HDAC3, fluorogenic peptide/trypsin coupled, fluorescence | inhibition, % at 8.3 µM | 320,000 compounds, 0.15% hits | AID 2718; in the data active = inhibition above about 26%, passing the limit was not always enough; inconclusive = no clear call, values can overlap the other calls
Target sequence (O15379 whole entry, looked up): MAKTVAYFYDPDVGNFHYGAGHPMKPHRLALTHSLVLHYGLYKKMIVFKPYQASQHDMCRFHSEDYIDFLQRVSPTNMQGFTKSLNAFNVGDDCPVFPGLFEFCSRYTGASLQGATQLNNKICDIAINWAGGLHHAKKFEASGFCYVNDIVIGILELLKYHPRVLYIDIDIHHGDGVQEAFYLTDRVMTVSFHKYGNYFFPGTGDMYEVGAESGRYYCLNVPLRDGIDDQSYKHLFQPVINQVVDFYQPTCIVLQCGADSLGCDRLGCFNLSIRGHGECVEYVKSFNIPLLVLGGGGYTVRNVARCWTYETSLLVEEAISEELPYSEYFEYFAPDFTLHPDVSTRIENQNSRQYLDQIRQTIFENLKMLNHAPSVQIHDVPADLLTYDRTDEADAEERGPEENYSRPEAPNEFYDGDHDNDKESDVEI
KCNK9 inh: inhibitors of human KCNK9 two-pore domain potassium channel. Q9NPC2. HEK293 KCNK9, FluxOR thallium flux fluorescence; hits give low values. 310,000 compounds, 1.2% hits. B-score at 10 µM. AID 488922;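 active = ratio B-score over 3 SD below the library mean, with starting fluorescence within 5 SD of its mean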;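 also: negative B-score means less thallium flux so channel inhibition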
TRPC4 act: opens the mouse TRPC4 cation channel; Q9QUQ5; HEK293 TRPC4beta/mu-opioid, Fluo4 calcium fluorescence; hits give high values; B-score at 10 µM; 310,000 compounds, 0.49% hits;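 active = B-score above 5 SD of library B-scores, and initial fluorescence ratio not above library mean plus 5 SD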;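 also: positive B-score marks a calcium rise read as TRPC4 activation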
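Assay system: HEK293 stable line with TRPC4beta plus mu-opioid receptor. Times: dye 45 min RT, read 110 s. Measured by: kinetic Fluo4 calcium fluorescence. Measure: B score of integrated ratio. Controls: assay buffer as low control, maximal DAMGO as high control.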
KCNK3 block: human KCNK3 channel inhibition, primary screen; O14649; CHO-KCNK3 thallium flux, FluxOR fluorescence; hits give low values; B-score at 10 µM; 340,000 compounds, 0.84% hits; AID 602410;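 active = B-score under library mean minus 4 SD, starting fluorescence ratio at most library mean plus 5 SD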;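 also: more negative B-score means stronger inhibition of thallium flux through KCNK3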
Target sequence (O14649 whole entry, looked up): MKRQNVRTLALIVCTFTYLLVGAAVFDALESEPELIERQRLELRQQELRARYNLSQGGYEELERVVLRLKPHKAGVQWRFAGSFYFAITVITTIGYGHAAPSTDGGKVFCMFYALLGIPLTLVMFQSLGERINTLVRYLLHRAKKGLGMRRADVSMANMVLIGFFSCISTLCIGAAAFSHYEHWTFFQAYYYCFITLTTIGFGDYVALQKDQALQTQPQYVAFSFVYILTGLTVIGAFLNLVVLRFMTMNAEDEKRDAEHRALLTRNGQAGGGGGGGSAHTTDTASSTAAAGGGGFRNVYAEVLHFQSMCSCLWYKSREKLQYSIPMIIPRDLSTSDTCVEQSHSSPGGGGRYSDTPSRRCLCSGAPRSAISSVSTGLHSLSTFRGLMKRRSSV
KCNQ1 act: potentiates or activates the human KCNQ1 potassium channel. CHO-K1 KCNQ1, thallium flux FluxOR fluorescence; hits give high values. B-score at 10 µM. 310,000 compounds, 0.35% hits. AID 2648;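 active = fluorescence ratio B-score, a plate-corrected score, at least three library SD, with initial intensity B-score within 5 SD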
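assay system = KCNQ1-transfected CHO-K1 cells | medium = assay buffer with matched DMSO | probe or stimulus = depolarizing K+/Tl+ stimulus, K2SO4 and Tl2SO4 each 12.5 mM in 5x stock | dosing = single dose | incubation = dye 90 min, compound 20 min, room temperature | detection = kinetic FluxOR fluorescence, 10 s baseline plus 110 s post-stimulus | evaluation = ratio B score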
KCNQ1 inh: inhibitors of human KCNQ1 potassium channel. P51787. AID 2642. CHO-K1 KCNQ1, FluxOR thallium flux fluorescence; hits give high values. 310,000 compounds, 1.3% hits. B-score at 10 µM;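 active = compounds whose thallium flux B-score, printed positive for inhibition, exceeds three library SD while starting fluorescence stays within three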;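 also: channel opened by potassium depolarization with thallium stimulus after 20 min compound exposure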
TMEM16A inh: inhibitors of mouse TMEM16A calcium-activated chloride channel. 310,000 compounds, 1.2% hits. normalized B-score (activity score, 25-100; higher = stronger inhibition) at 10 µM. AID 588511. HEK293 TMEM16A/YFP iodide influx fluorescence, ionomycin. Q8BHY3;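 active = ratio plate-corrected score three or more library SD toward inhibition, starting fluorescence score within five deviations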;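 also: score derived from kinetic fluorescence span divided by baseline fluorescence per well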
hERG protect: shields human hERG channel from block by proarrhythmic agents | activation (rescue from dofetilide block), less the hit threshold, % at 10 µM | 310,000 compounds, 0.51% hits | CHO-hERG, FluxOR thallium flux, dofetilide IC70 present;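 active = activation above the mean of controls blocked by dofetilide plus 5 SD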;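 also: thallium influx through hERG after potassium depolarization seen as dye fluorescence rise; in these data hits start at about 4.7%; inactives centre near -7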
* = called active by the depositor; i = inactive; ? = inconclusive; . = not tested or not shown.

Start of the data: the first five compounds as a preview:
SMILES	TRPC4 PAM	ANO1 activ	Dyrk1A ADPGlo	HDAC3 inh	KCNK9 inh	TRPC4 act	KCNK3 block	KCNQ1 act	KCNQ1 inh	TMEM16A inh	hERG protect
COC(=O)CCN(c1ccccc1)S(=O)(=O)c1cc(-c2cc(C)no2)ccc1C	i	i	-0.6	8.0	i	i	i	i	i	i	-3.4
COC(=O)[C@@]12CCCCN1[C@H](c1ccc(-c3ccc(OC)cc3)c(OC)c1)[C@@H]1C(=O)N(C)C(=O)[C@@H]12	.	i	10.9	-3.5	.	.	i	.	.	i	.
CCOc1ccccc1-n1c(SCC(=O)NC(C)CC)nnc1-c1ccoc1C (stereo not given)	i	i	0.6	4.5	i	i	i	i	i	i	-8.4
N#CC1C(=O)NC(N2CCN(c3ccccc3)CC2)=NC12CCCCC2 (stereo not given)	i	i	0.6	1.0	i	i	i	i	i	i	-10.2
COc1ccc(CNC(=O)c2ccc(Br)cc2)cc1	i	.	.	-7.1	i	i	.	i	i	i	-9.1

Main list, previewed entries included:
SMILES	TRPC4 PAM	ANO1 activ	Dyrk1A ADPGlo	HDAC3 inh	KCNK9 inh	TRPC4 act	KCNK3 block	KCNQ1 act	KCNQ1 inh	TMEM16A inh	hERG protect
COC(=O)CCN(c1ccccc1)S(=O)(=O)c1cc(-c2cc(C)no2)ccc1C	i	i	-0.6	8.0	i	i	i	i	i	i	-3.4
COC(=O)[C@@]12CCCCN1[C@H](c1ccc(-c3ccc(OC)cc3)c(OC)c1)[C@@H]1C(=O)N(C)C(=O)[C@@H]12	.	i	10.9	-3.5	.	.	i	.	.	i	.
CCOc1ccccc1-n1c(SCC(=O)NC(C)CC)nnc1-c1ccoc1C (stereo not given)	i	i	0.6	4.5	i	i	i	i	i	i	-8.4
N#CC1C(=O)NC(N2CCN(c3ccccc3)CC2)=NC12CCCCC2 (stereo not given)	i	i	0.6	1.0	i	i	i	i	i	i	-10.2
COc1ccc(CNC(=O)c2ccc(Br)cc2)cc1	i	.	.	-7.1	i	i	.	i	i	i	-9.1
COc1ccc(-c2nnc(SCC(=O)Nc3cccc(Cl)c3)o2)cc1	i	i	-4.8	-1.9	i	i	i	i	i	i	-11.8
COc1cc([C@@H]2CC=C(C(=O)O)[C@H](c3ccc(F)cc3)N2S(=O)(=O)c2ccc(C)cc2)cc(OC)c1OC	.	i	1.3	9.4	.	.	i	.	.	i	.
Cc1nc(NC(=S)NC(=O)COc2ccccc2Cl)ccc1Br	i	i	-1.5	-2.8	i	i	i	i	i	i	-9.1
Cc1sc(N/N=C/c2cccnc2)nc1-c1ccc(Cl)cc1	i	i	0.2	-0.4	i	i	i	i	i	i	-4.7
O=C(Nc1ccc(NC(=O)C2CC2)cn1)c1ccccc1Cl	i	i	-3.7	5.0	i	i	i	i	i	i	-6.8
CCCS(=O)(=O)c1nc(S(=O)(=O)c2ccc(C)cc2)c(NCCCN2CCOCC2)s1	i	i	6.2	5.1	i	i	i	i	i	i	-7.9
CCc1nnc(NC(=O)CCC(=O)N2CCN(c3cc(Cl)ccc3C)CC2)s1	i	i	2.1	9.2	i	i	i	i	i	i	-17.4
O=C(NCCCN1CCOCC1)/C(=C/c1cccs1)NC(=O)c1ccccc1	i	i	-1.5	7.3	i	i	i	i	i	i	-6.1
COC(=O)c1sccc1NC(=O)CSc1nnnn1-c1ccccc1C	i	i	-3.0	-1.9	i	i	i	i	i	i	-11.7
O=C(N/N=C/c1cccs1)c1cc(-c2ccncc2)nc2ccccc12	i	i	-1.7	-0.2	i	i	i	i	i	i	-3.4
O=C(CN1CC[n+]2c(-c3cccs3)csc21)c1ccc(Br)cc1	i	i	-2.2	0.1	i	i	i	i	i	i	-13.4
CN1CCN(S(=O)(=O)c2ccc(NC(=O)C(C)(C)C)cc2)CC1	i	i	2.0	3.7	i	i	i	i	i	i	-6.9
COc1cccc(NC(=O)Cn2nnc(-c3ccccc3N)n2)c1	i	i	-2.7	1.6	i	i	i	i	i	i	-3.4
COc1cc(CN2CCNC(=O)C2CC(=O)NCCCC2CCCC2)cc(OC)c1 (stereo not given)	i	i	-4.8	.	i	i	i	i	i	i	-11.1
COc1ccc(-c2nc(CS(=O)CC(=O)N3CCCC3)c(C)o2)cc1 (stereo not given)	i	i	-4.3	-0.2	i	i	i	i	i	i	-13.3
O=C(NCc1ccccc1)c1ccc(OC2CSC2)cc1	i	i	-3.5	-2.1	i	i	i	i	i	i	-12.2
CCc1cc2c(=O)c(-c3ccc4c(c3)OCCO4)coc2cc1OC(=O)c1ccco1	i	i	-4.0	5.0	i	i	i	i	i	i	-10.6
COCCNC(=O)[C@H](CSCc1ccccc1)N1Cc2ccccc2C1=O	i	i	1.4	-4.8	i	i	i	i	i	i	-5.7
O=C(NNC(=S)NC1CCCCC1)c1ccc2c(c1)OCO2	i	i	.	0.7	i	i	i	i	i	i	-5.0
CCOC(=O)CSC1=Nc2ccccc2C2=NC(CC(=O)NCc3ccccc3)C(=O)N12 (stereo not given)	i	i	-1.4	?	i	i	i	i	i	i	-8.2
CCOC(=O)C1=C(CN2CCN(CCC#N)CC2)NC(=O)NC1c1ccc2c(c1)OCO2 (stereo not given)	i	i	0.1	-4.5	i	i	i	i	i	i	-4.7
Cc1cc(S(=O)(=O)NCC(C)C)ccc1OCC(=O)N1CCOCC1	i	i	-2.8	-1.5	i	i	i	i	i	i	-4.0
Clc1nc(Nc2ccccc2)nc(Nc2ccccc2)n1	i	i	-10.8	-0.5	i	i	i	i	i	i	-6.5
Cc1nc2nc(-c3ccccc3)nn2c(C)c1Cl	i	i	-2.2	-7.9	i	i	i	i	i	i	-6.4
CC(C)(C)n1nc(C2CC2)cc1NC(=O)Nc1ccc(Cl)cc1	i	i	-3.4	0.5	i	i	i	i	i	i	-3.9
Cc1csc(SCCn2c(N3CCCC3)nc3c2c(=O)[nH]c(=O)n3C)n1	i	i	9.9	-1.0	i	i	i	i	i	i	-3.5
CCOC(=O)CNC(=O)Cn1cnc2c(nnn2-c2ccc(OC)cc2)c1=O	i	i	1.1	1.7	i	i	i	i	i	i	-2.0
O=C(Cn1cnc2ccccc21)N/N=C/c1cccs1	i	i	6.3	6.4	i	i	i	i	i	i	-3.6
CCn1cc(CN2CCCC(C(=O)Nc3cccc(-n4cccn4)c3)C2)c(C)n1 (stereo not given)	i	i	0.0	-0.4	i	i	i	i	i	i	-13.2
Cc1ccc(OCC(=O)Nc2ccc(S(=O)(=O)N3CCOCC3)cc2)c(C)c1	i	i	0.3	.	i	i	i	i	i	.	-10.9
O=C(Nc1ccncc1)c1ccc([N+](=O)[O-])cc1Cl	i	i	8.0	-0.6	i	i	i	i	i	i	-5.1
COc1ccc(N(CC(=O)Nc2cccnc2)S(=O)(=O)c2ccccc2)cc1OC	i	i	-5.4	-1.6	i	i	i	i	i	i	-3.9
COc1ccc(NC(=O)CCc2nc(-c3ccccc3F)no2)cc1	i	i	0.8	8.7	i	i	i	i	i	i	-3.0
CCN(CC)C(=O)CSc1ncnc2c1nnn2-c1ccc(F)cc1	i	i	-6.9	-2.1	i	i	i	i	i	i	-4.7
O=C(CNCc1ccco1)Nc1cc(S(=O)(=O)N2CCOCC2)ccc1N1CCCC1	i	i	0.3	-0.3	i	i	i	i	i	i	-8.8
O=C(CSc1ncnc2[nH]ncc12)Nc1cccc(Oc2ccccc2)c1	i	i	.	-0.8	i	i	i	i	i	i	-4.5
CC1c2cc3c(cc2CCN1C(=O)c1ccc(Cl)cc1)OCCCO3 (stereo not given)	i	i	-4.8	1.0	-9.9*	i	i	i	i	25*	-7.5
O=C(NCc1cccs1)c1cc2c(s1)-c1ccccc1OC2	i	i	4.9	-187.7	i	i	i	i	i	i	-14.0
N/C(=N\N=C\c1ccc(O)c(O)c1)c1nonc1N	i	i	14.7	8.1	i	i	i	i	i	i	-15.8
CS(=O)(=O)c1ccc(C(=O)Nc2ccccc2Cl)cc1	i	i	.	-6.5	i	i	i	i	i	i	-4.2
O=C(NNC(=O)c1ccco1)c1cccc([N+](=O)[O-])c1	i	i	-7.4	-3.5	i	i	i	i	i	i	-3.5
Cc1ccc(Nc2nc(CSc3nnnn3C)cs2)cc1	i	i	-1.0	8.1	i	i	i	i	i	i	-10.3
C/C(=N\OCC(=O)Nc1ccccc1Br)c1cccs1	i	i	0.1	-2.3	i	i	i	i	i	i	-6.6

Compound profiles (already shown). Order of values: TRPC4 PAM	ANO1 activ	Dyrk1A ADPGlo	HDAC3 inh	KCNK9 inh	TRPC4 act	KCNK3 block	KCNQ1 act	KCNQ1 inh	TMEM16A inh	hERG protect
O=C(NCc1ccccc1)c1ccc(OC2CSC2)cc1 as listed: i	i	-3.5	-2.1	i	i	i	i	i	i	-12.2
COc1ccc(NC(=O)CCc2nc(-c3ccccc3F)no2)cc1 as listed: i	i	0.8	8.7	i	i	i	i	i	i	-3.0

(listing goes on)
SMILES	TRPC4 PAM	ANO1 activ	Dyrk1A ADPGlo	HDAC3 inh	KCNK9 inh	TRPC4 act	KCNK3 block	KCNQ1 act	KCNQ1 inh	TMEM16A inh	hERG protect
COc1cccc(NC(=O)Cn2c(-c3cncs3)nc3ccccc32)c1	i	i	4.8	0.5	i	i	i	i	i	i	-5.0
COc1ccc(-c2cn3c(C)c(C(=O)N4CCN(c5ccccc5F)CC4)sc3n2)cc1	i	i	-0.2	3.0	i	i	i	i	i	i	-8.6
C=CCSc1nnc2nc3c(nn12)c1cc(C)ccc1n3CC=C	i	i	3.1	0.5	i	i	i	i	i	i	-2.4
Cc1cc(C)cc(NS(=O)(=O)c2ccc3[nH]cc(C(=O)NCc4ccco4)c(=O)c3c2)c1	i	i	-6.3	0.4	i	i	i	i	i	i	1.6
N#CCC(=O)N/N=C/c1cn(Cc2ccc(Cl)cc2Cl)c2ccccc12	i	i	4.0	-6.9	i	i	i	i	i	i	-4.4
O=C(O)C1=C(OCc2ccccc2)C(=O)NCC1	i	i	-3.0	?	i	i	i	i	i	i	-2.5
NC(=O)Cn1nc2sc3ccccc3n2c(=O)c1=O	i	.	.	-3.6	i	i	.	i	i	i	-8.6
COc1ccc(N=C2S/C(=C\c3cc(C)n(C)c3C)C(=O)N2C)cc1	i	i	-11.8	6.4	i	i	i	i	i	i	-10.0

From PubChem BioAssay

This is a subset (hit frequency here may not be typical).
